Screens (PubChem)
PglD inh: PglD (C. jejuni) enzyme inhibition; purified PglD enzyme, DTNB colorimetric CoA detection; inhibition, % at 12.5 µM; 360,000 tested, 0.098% active; AID 602405; in the data active = inhibition above about 16%, passing the limit was not always enough; also: strong numbers were not always called active
PGC1a acetyl inh: modulators of PGC1a acetylation; U2OS PGC1a acetylation, AlphaScreen anti-acetyl-lysine; with virally co-expressed GCN5 acetyltransferase; inhibition, % at 15.6 µM; 350,000 tested, 0.17% active; AID 651687;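 active = every replicate shows inhibition of at least 40%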;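 also: 0% = neutral control wells and 100% = positive control wells; some results beyond the cut were filed as inactive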
miR122 inh: miR-122 inhibition in Huh7 cells; 340,000 tested, 0.3% active; activation (reporter increase), % at 12.5 µM; Huh7 miR-122 Renilla luciferase sensor, 48 h; neutral wells = 0, positive control = 100; AID 602342;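 active = mean replicate activation score at least 90 and every replicate individually at or above 90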;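 also: higher luciferase means less miR-122 activity so hits act as miR-122 inhibitors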
E-selectin induc: induces E-selectin expression in human endothelial cells | P16581 | HUVEC E-selectin immunofluorescence imaging; normalized: neutral wells 0, TNF-alpha wells 100 | activation, % at 7.58 µM | 260,000 tested, 0.37% active | AID 686992;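 active = mean E-selectin-positive cell signal at least 10% of the positive control, reached in at least 60% of replicates, without over 20% cell loss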;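 also: in these data hits start at about 27%; measured in HUVEC primary endothelial cells; signal is the percent of cells scored E-selectin positive by PE staining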
Target sequence (P16581 whole entry, looked up): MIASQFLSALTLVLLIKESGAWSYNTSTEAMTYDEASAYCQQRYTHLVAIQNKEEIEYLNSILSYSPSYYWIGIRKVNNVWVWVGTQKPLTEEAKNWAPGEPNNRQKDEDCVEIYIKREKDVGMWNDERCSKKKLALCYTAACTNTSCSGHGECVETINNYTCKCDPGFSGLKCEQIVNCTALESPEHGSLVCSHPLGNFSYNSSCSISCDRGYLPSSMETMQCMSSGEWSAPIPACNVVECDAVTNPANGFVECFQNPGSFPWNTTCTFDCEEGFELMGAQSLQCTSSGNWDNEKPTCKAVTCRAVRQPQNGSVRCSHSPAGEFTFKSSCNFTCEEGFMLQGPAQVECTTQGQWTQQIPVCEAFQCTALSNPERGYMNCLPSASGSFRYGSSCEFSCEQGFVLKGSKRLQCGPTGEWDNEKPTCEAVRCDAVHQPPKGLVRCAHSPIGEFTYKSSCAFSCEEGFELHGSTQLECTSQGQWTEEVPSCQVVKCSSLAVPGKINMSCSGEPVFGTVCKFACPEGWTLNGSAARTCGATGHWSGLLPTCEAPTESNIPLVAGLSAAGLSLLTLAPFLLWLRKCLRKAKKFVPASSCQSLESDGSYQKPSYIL
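Material: HUVEC primary endothelial cells; Amount: 3,000 cells per well; Dosing: single concentration; Medium: EGM-2 growth medium on 0.1% gelatin-coated wells; Read-out basis: percent E-selectin-positive cells; Signal: immunofluorescence imaging; Control set: TNF-alpha, DMSO.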
Cneo AK release: causes C. neoformans cell lysis. adenylate kinase release luminescence, 4 h; normalised: neutral wells 0, clomiphene wells 100. lysis activity, % at 15 µM. 360,000 tested, 0.2% active;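 active = mean lysis activity across replicates of at least 80%, whatever share of replicates individually reach that level; inactive = mean lysis activity below 80%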
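Material – Cryptococcus neoformans yeast cells · Quantity – 5 × 10^6 yeast cells/mL · Buffer or medium – YPD medium · Compound – single dose · Timing – 4 h static compound exposure, 37 °C, read 1 h post-reagent · Signal – adenylate kinase release luminescence · Read-out basis – lysis from increased AK signal · Benchmarks – Clomiphene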
RAD52 inh: inhibitors of human RAD52 DNA annealing; P43351; recombinant RAD52 DNA annealing, FRET fluorescence; inhibition, % at 18.7 µM; 360,000 tested, 0.46% active; AID 651710;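 active = every replicate showing at least 50% inhibition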
Target sequence (P43351 whole entry, looked up): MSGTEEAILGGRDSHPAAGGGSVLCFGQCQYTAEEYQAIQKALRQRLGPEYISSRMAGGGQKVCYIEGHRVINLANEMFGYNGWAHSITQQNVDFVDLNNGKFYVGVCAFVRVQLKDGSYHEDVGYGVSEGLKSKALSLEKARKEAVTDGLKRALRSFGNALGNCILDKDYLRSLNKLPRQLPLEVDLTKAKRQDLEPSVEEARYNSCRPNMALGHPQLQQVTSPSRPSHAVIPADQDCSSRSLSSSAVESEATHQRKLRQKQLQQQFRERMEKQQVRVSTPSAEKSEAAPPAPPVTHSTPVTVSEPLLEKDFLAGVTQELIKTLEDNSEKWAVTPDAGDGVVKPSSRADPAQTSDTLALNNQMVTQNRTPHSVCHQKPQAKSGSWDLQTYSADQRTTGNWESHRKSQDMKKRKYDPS
RAD54 branch: RAD54 (human) branch migration inhibition; RAD54 Holliday junction branch migration, FAM/BHQ fluorescence; inhibition, % at 10.4 µM; 360,000 tested, 0.14% active; AID 602329;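 active = mean normalized replicate activity at least 40 and at least half of replicates scoring 40 or more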;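 also: 0% = median of neutral control wells and 100% = median of positive control wells; inhibitors cause a drop in the FAM fluorescence signal; in these data hits start at about 50%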
ERAP1 HTS inh: inhibitors of human ERAP1 aminopeptidase. Q9NZ08. recombinant ERAP1, Leu-AMC fluorescence, 60 min. inhibition, % at 10.7 µM. 340,000 tested, 0.15% active. AID 652197;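 active = mean replicate inhibition of at least 30%, or all replicates individually reaching that 30% level; inactive = mean below 30% and not every replicate reaching it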;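 also: 0% = neutral control wells and 100% = L-leucinethiol positive control wells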
An asterisk follows results filed as active; · = no result given; & = joins results of further samples; [ ] = remark or other dose.

SMILES	PglD inh	PGC1a acetyl inh	miR122 inh	E-selectin induc	Cneo AK release	RAD52 inh	RAD54 branch	ERAP1 HTS inh
CCOP(=O)(OCC)/C(=N/OC(=O)c1cccc([N+](=O)[O-])c1)C(N)=O	2	4	-15	11	-1	-24	-18	-1
Cc1ccc(S(=O)(=O)NCCCCCCNS(=O)(=O)c2ccc(C)cc2)cc1	2	9	28	-0.4	-1	-13	2	3
CCS(=O)(=O)Nc1ccc2c(c1)OC[C@H](C)NC[C@@H](C)[C@@H](OC)CN(C)C2=O	1	4	-7[16.7 µM]	-0.2	0	·	12	·
COC(c1ccc(Cl)cc1)(c1ccc(Cl)cc1)C(Oc1nccc(C)n1)C(=O)O (stereo not given)	5	-6	-1	·	-1	-24	-11	2
COc1ccc(N2CCN(C(CNS(=O)(=O)c3ccc4c(c3)OCCO4)c3ccco3)CC2)cc1 (stereo not given)	2	·	22	-0.1	3	·	0	·
CC=Cc1ccc2n(c1=O)C[C@@H]1[C@@H](CO)[C@H](C(=O)Nc3ccc(-c4ccccc4)cc3)N(CC)[C@H]21 (mixture of isomers)	-2	·	1[16.7 µM]	-0.3	60	-22	-13	2
Cc1ccc(NC(=S)Nc2cccc3ccccc23)cc1F	-3	·	·	-0.2	66	-6	-2	-1
CCOC(=O)c1ccccc1NC(=O)CSC(C)C(=O)Nc1cc(C)on1 (stereo not given)	8	-16	-6	0.5	0	-10	-6	-1
C[C@H](CO)N1C[C@H](C)[C@H](CN(C)Cc2ccc(C(=O)O)cc2)Oc2c(NC(=O)Nc3ccc(F)cc3)cccc2C1=O	1	-11	-3[16.7 µM]	0.0	43	3	-1	0
c1ccc(CSc2ncnc3c2oc2ccccc23)cc1	-7	-1	0	·	3	·	9	·
COc1cccc(NS(=O)(=O)NC(=O)c2cn(C)c3ccccc23)c1	2	-3	-6	0.6	4	-6	5	1
O=C(O)c1cnc2ccccc2n1	5	9	·	·	0	·	-2	·
CCc1cc(C(=O)NN2C(=O)NC3(CCCCC3)C2=O)sc1C	-84	-6	3	-0.1	0	-11	22	-2
Cc1noc(C)c1S(=O)(=O)N1CCN(c2ccccc2Cl)CC1	-1	-19	-6	0.3	-1	-5	-1	-5
O=C(Nc1ccnn1C1CCN(C(=O)c2ccc(F)c(Cl)c2)CC1)C1CC1	5	4	-2	1.3	5	-6	-18	4
COc1cccc(NC(=O)N(C)C[C@@H]2Oc3cc(C#Cc4ccccc4)ccc3S(=O)(=O)N([C@H](C)CO)C[C@@H]2C)c1	4	-12	-3[16.7 µM]	0.7	-3	-1	3	-2
COc1cc(OC)c(C(=O)O/N=C(\N)c2cccc(C)c2)cc1OC	-9	-18	11	0.1	3	-8	7	3
COc1ccc(-n2ncc3c(NCCCn4ccnc4)ncnc32)cc1	8	-18	-1	·	·	8	-9	-2
C[C@H](CO)N1C[C@H](C)[C@@H](CN(C)S(C)(=O)=O)Oc2cc(-c3ccncc3)ccc2S1(=O)=O	5	20	0[16.7 µM]	0.8	1	6	-15	-4
CN(C)C(=O)c1cccc(-c2ccccc2[C@@H]2[C@@H](CO)N(C(=O)C3CCC3)[C@H]2C#N)c1	·	8	·	0.1	·	6	·	3
C[C@@H]1CN([C@H](C)CO)C(=O)c2cc(C#Cc3ccccn3)cnc2O[C@@H]1CN(C)Cc1cccnc1	0	-3	-2[16.7 µM]	0.0	-3	-39	6	3
COc1ccccc1C/C(N)=N/OC(=O)c1cccs1	·	0	·	7.9	·	-9	·	-2
CON/C=C(\C=Nc1ccc(Cl)cc1)c1ncc(C(F)(F)F)cc1Cl	1	·	24	·	-1	·	-5	·
COc1ccc(NC(=O)CS(=O)CC(=O)Nc2ccc(F)cc2F)cc1 (stereo not given)	0	-9	3	·	1	0	8	2
CC(C)COC(=O)c1ccc(NC(=O)C2C3CCC(C3)C2C(=O)O)cc1 (stereo not given)	-1	7	-7	·	29	·	-5	·
COc1ccc(-c2nc(CS(=O)(=O)CC(=O)NCCCN3CCN(C)CC3)c(C)o2)cc1	1	4	-1	·	3	-1	6	-1
COc1ccc(/C=C/C(=O)NNc2cc(=O)n(C)c(=O)n2C)cc1OC	·	0	·	-0.2	·	-5	·	0
COc1ccc2[nH]c3c(c2c1)CCC/C3=N\N	1	0	·	-0.1	-1	-9	2	-4
CCN(CC(=O)NC1CCS(=O)(=O)C1)S(=O)(=O)c1ccc(Cl)cc1C(F)(F)F (stereo not given)	-2	·	·	·	2	-5	1	1
O=C(NNC(=O)c1cc(S(=O)(=O)N2CCCCC2)ccc1Cl)c1ccccc1O	-4	2	-8	9.4	-1	-12	8	-2
Cc1cc(NC(=O)CCC(=O)N(c2ccccc2)C(C(=O)NC2CCCCC2)c2cccs2)no1 (stereo not given)	-1	-6	1	·	3	·	1	·
COC(=O)N(C)C[C@@H]1OCc2cnnn2CCCC(=O)N([C@H](C)CO)C[C@@H]1C	1&0	31&1&-4	1	-0.1&0.6	0&45	-9&-4&2	-10&0	-7&1&3
COc1ccc(C(=O)c2sc(Nc3ccccc3)c(C(=O)Nc3ccc(OC)c(OC)c3)c2N)cc1	0	-10	0	·	-1	·	2	·
COc1ccc(C)c(NC(=O)C2CC(=O)NC3=C2C(=O)CCC3)c1 (stereo not given)	5	-9	8	-0.1	0	-13	-1	0
O=C(O)Cn1nnc(-c2ccc(OCc3ccccc3)cc2)n1	-3	8	-6	-0.1	-4	-7	-13	2
O=C(NCc1ccccc1)c1onc(CSc2ccccn2)c1C(=O)NCc1ccccc1	1	-1	-4	0.6	-1	-4	1	0
CC1(C)CC(=O)C2=C(C1)NCN(CCCN1CCOCC1)C2	-1	·	-5	·	2	·	15	·
CN(C)c1ccc(N2C(=NC(=O)COc3ccccc3)SC3CS(=O)(=O)CC32)cc1 (stereo not given)	-3	2	-5	-0.6	-2	-14	-8	4
O=C(C[C@@H]1C[C@H]2c3cc(NS(=O)(=O)c4ccc(F)cc4)ccc3O[C@H]2[C@H](CO)O1)NCc1ccccc1	4	2	34[16.7 µM]	0.2	-2	-12	-4	1
CC(C)CC#Cc1ccc2c(c1)O[C@@H](CN(C)C(=O)CN(C)C)[C@H](C)CN([C@H](C)CO)S2(=O)=O	1	6	6[16.7 µM]	0.1	-2	20	8	-2
COc1ccc(S(=O)(=O)Nc2ccc3c(c2)C(=O)N([C@H](C)CO)C[C@@H](C)[C@H](CN(C)CC2CC2)OCCCC[C@@H](C)O3)cc1	·	-6	·	1.1	·	5	·	-5
CC1CCN(C(=O)c2ncn(Cc3ccccc3)c2C(=O)N2CCC(C)CC2)CC1	5	·	-3	0.0	8	-2	2	-2
O=C(NCCO)c1scc2c1OCCO2	6	-11	2	·	-1	·	8	·
CCCNC(=O)C[C@@H]1CC[C@H]2[C@@H](COC[C@H](O)CN2Cc2ccncc2)O1	-4	6	0[16.7 µM]	-0.1	-2	15	1	-2
Cc1nn(C)cc1/C=N/NC(=O)C(C)(C)Oc1ccc(Cl)cc1	1	-1	4	·	-1	·	1	·

The closing six compounds of the section before open the next one.
SMILES	PglD inh	PGC1a acetyl inh	miR122 inh	E-selectin induc	Cneo AK release	RAD52 inh	RAD54 branch	ERAP1 HTS inh
CC(C)CC#Cc1ccc2c(c1)O[C@@H](CN(C)C(=O)CN(C)C)[C@H](C)CN([C@H](C)CO)S2(=O)=O	1	6	6[16.7 µM]	0.1	-2	20	8	-2
COc1ccc(S(=O)(=O)Nc2ccc3c(c2)C(=O)N([C@H](C)CO)C[C@@H](C)[C@H](CN(C)CC2CC2)OCCCC[C@@H](C)O3)cc1	·	-6	·	1.1	·	5	·	-5
CC1CCN(C(=O)c2ncn(Cc3ccccc3)c2C(=O)N2CCC(C)CC2)CC1	5	·	-3	0.0	8	-2	2	-2
O=C(NCCO)c1scc2c1OCCO2	6	-11	2	·	-1	·	8	·
CCCNC(=O)C[C@@H]1CC[C@H]2[C@@H](COC[C@H](O)CN2Cc2ccncc2)O1	-4	6	0[16.7 µM]	-0.1	-2	15	1	-2
Cc1nn(C)cc1/C=N/NC(=O)C(C)(C)Oc1ccc(Cl)cc1	1	-1	4	·	-1	·	1	·
[O-][n+]1ccccc1SCc1ccccc1	-4	·	·	1.7	0	-4	-8	-1
COc1cccc(C#Cc2ccc([C@@H]3[C@H]4CN(C(=O)C5CC5)CC(=O)N4[C@H]3CO)cc2)c1	·	-22	·	1.0	·	-23	·	1
Cc1onc(-c2c(Cl)cccc2Cl)c1C(=O)NC1C(=O)N2C1SC(C)(C)C2C(=O)O (stereo not given)	-8	·	-11	·	0	-14	5	8
COC(=O)CCCC1=CC2=C(c3ccccc3)C(=O)C(C)(OC(=O)C3CCCC3)C(=O)C2=CN1c1ccccc1 (stereo not given)	0	5	24	0.9	-1	-5	1	-3
O=C(CNc1cccc(S(=O)(=O)N2CCOCC2)c1)Nc1ccccc1F	3	2	3	·	4	-14	-4	-2
CCOc1ccccc1C1C(C#N)=C(N)SC(N)=C1C#N	-3	-14	-6	·	-2	·	-96	·
CCOc1ccc(NC(=O)CSc2nnc(-c3ccco3)n2N)cc1	1	-1	7	·	1	-8	1	2
Cc1ccc(S(=O)(=O)Nc2ccc3c(c2)C(=O)N([C@H](C)CO)C[C@H](C)[C@H](CN(C)Cc2ccc(C(F)(F)F)cc2)OCCCC[C@H](C)O3)cc1	1	29	-13[16.7 µM]	·	22	-17	1	2
O=[N+]([O-])c1cccnc1NCc1cccs1	-1	·	-3	-0.1	0	-11	6	-1
Cc1cc(C)c2c(-n3cccc3)c(NC(=O)OC(C)C)sc2n1	4	-26	-1	·	1	·	-3	·
CC(C)(C)n1nc2c(c1NC(=O)c1ccc(Br)cc1)CS(=O)C2 (stereo not given)	-6	-4	-3	0.1	0	-1	-4	3
C[C@@H]1CCCCO[C@@H](CN(C)C(=O)Nc2ccc(F)cc2)[C@H](C)CN([C@@H](C)CO)C(=O)c2cc(NC(=O)Nc3ccc(F)cc3)ccc2O1	0	-6	-6[16.7 µM]	·	-4	-5	-5	3
CCC(C)C(NS(=O)(=O)c1ccc(C)cc1)C(=O)O (stereo not given)	2	1	7	·	1	-18	3	0
CN(C(=O)CSc1nnc(-c2ccc3c(c2)OCO3)o1)C1CCS(=O)(=O)C1 (stereo not given)	2	6	0	-0.6	3	-17	-15	1
CC1Cc2cc(S(=O)(=O)N3CCN(c4cccc(Cl)c4)CC3)ccc2N1C(=O)C1CC1 (stereo not given)	5	3	-3	·	-2	-8	0	4
COc1ccc(CCNC(=O)C2CCC(=O)N2S(=O)(=O)c2ccc(C)cc2)cc1 (stereo not given)	4	-1	5	·	0	-1	0	-2
COc1ccccc1C(=O)Nc1c(C(=O)N2CCN(C)CC2)oc2ccccc12	0	10	-6	·	0	-3	-5	0
O=C(C[C@H]1C=C[C@@H](NC(=O)Cc2ccccn2)[C@@H](CO)O1)NCCc1ccccc1	·	2	·	-0.6	·	-24	·	0
CCOC(=O)c1ccc(N2C(=O)C3CC=CCC3C2=O)cc1 (stereo not given)	-2	3	0	·	1	-10	-3	2
COC(=O)c1sccc1NC(=O)c1cc(-c2cc(C)ccc2C)nc2ccccc12	·	2	6	·	·	-6	·	1
CCCCNC(=O)C(CC)(ONc1ccccc1C(F)(F)F)c1ccccc1OC (stereo not given)	-3	6	-1	-0.1	0	-12	-1	-3
COc1cc(/C=C2/C(=O)NN(c3ccc(Cl)cc3)C2=O)cc(OC)c1O	3	10	-8	0.0	0	-192	-2	4
CC(C)CCCN1C(N(C)C)=NC[C@@H]1Cc1ccccc1	1	·	·	0.7	0	8	-14	1
